Source: PubChem
ST2 IL33 inh: inhibitors of human ST2 (IL1RL1) binding to IL-33, primary screen, biochemical, AlphaLISA | AlphaLISA ST2-Fc/biotin-IL-33 interaction, 1 h | inhibition, % for hits at 17 µM | 2.3% of 78,000 active | AID 1259354, 2018; in the data active = inhibition above about 30%; inconclusive = mostly about 10% to 28%
Target sequence (Q01638 whole entry, looked up): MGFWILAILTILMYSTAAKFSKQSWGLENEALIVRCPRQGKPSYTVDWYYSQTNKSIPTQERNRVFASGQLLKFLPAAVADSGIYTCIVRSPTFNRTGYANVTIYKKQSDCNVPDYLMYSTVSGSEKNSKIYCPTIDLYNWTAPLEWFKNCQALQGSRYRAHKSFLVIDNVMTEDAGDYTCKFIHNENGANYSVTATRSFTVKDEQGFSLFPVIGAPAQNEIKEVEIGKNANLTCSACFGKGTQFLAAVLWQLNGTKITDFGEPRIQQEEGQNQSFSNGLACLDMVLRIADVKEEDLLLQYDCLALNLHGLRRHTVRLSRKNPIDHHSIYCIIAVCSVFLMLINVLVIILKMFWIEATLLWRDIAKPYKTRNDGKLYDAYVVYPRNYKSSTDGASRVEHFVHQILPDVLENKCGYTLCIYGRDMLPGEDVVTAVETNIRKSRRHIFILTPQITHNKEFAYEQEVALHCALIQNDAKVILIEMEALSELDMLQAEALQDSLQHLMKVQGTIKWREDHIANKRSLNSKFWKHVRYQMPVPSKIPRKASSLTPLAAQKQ
Starred values were filed as active, the others as inactive; i = inactive; ? = inconclusive. A portion of the library (hit frequency here may not be typical).

mol,ST2 IL33 inh
O=C(C1CCCN1Cc1ccccc1)N1C[C@H]2CC=CC[C@H]2C1 (stereo partly specified),i
Cc1cc(C(=O)Nc2ccc(Br)cc2)no1,i
Cc1ncc(C(=O)N(CCO)CCSc2ccc(Cl)cc2)cn1,i
Cc1cc(C)n(C(=O)c2ccc(NC(=O)C3CC3)cc2)n1,i
C#CCOc1ccc(C=O)cc1Br,?
CCOC(=O)N1CCC(N2Cc3ncccc3C2=O)CC1,i
CCSC1=C(C#N)C(c2ccccc2Cl)CC(=O)N1 (stereo unspecified),?
COc1cc(C(=O)Nc2ncccc2C)cc(OC)c1OC,i
CS(=O)(=O)N1CCC2(CC1)NCCc1[nH]cnc12,?
Cc1c(Cl)c([N+](=O)[O-])nn1CCCC(=O)NC(C)c1ccccc1 (stereo unspecified),i
Cc1c(O)cccc1C(=O)N1C[C@H](N)C[C@H]1C(=O)NC(C)C,?
COc1cccc(Cn2c(CNS(=O)(=O)c3ccc(C)cc3C)nc3cccnc32)c1,?
Cc1cccc(N2CCN(Cc3ccc([N+](=O)[O-])o3)CC2)c1C,?
COc1c(O)cc2c(c1O)C(=O)O[C@H](C)[C@H]2O,?
Cc1cc(C)nc(SC(C)C(=O)N(C)Cc2c(C)noc2C)n1 (stereo unspecified),?

Next part:
mol,ST2 IL33 inh
COc1ccccc1CNC(=O)c1nn(-c2ccc(Cl)cc2)c(=O)c2ccccc12,i
COc1ccc(-n2nc3cc(C)c(NC(=O)c4cccc([N+](=O)[O-])c4C)cc3n2)cc1,i
COc1ccc(C)cc1NC(=O)CNC(=O)c1cc2n(n1)CCCN(C)C2,?
NS(=O)(=O)c1ccc(NS(=O)(=O)c2ccc3c(c2)NC(=O)CC(=O)N3)cc1,i
O=C(CC12CC3CC(CC(C3)C1)C2)N1CCN2CCCC2C1 (stereo unspecified),?
CCOC(=O)c1ccc(-c2ccc(/C=C/c3[nH]c(=O)[nH]c(=O)c3[N+](=O)[O-])o2)cc1,i
Cc1ccc(CN(C(=O)c2cc(N)ccn2)C2CC2)s1,?
CC(C)(CC(=O)O)CC(=O)N[C@H]1CO[C@H]2[C@@H]1OC[C@@H]2Nc1nccc(-c2ccco2)n1,i
Fc1cccc(CSc2nnnn2-c2ccc3c(c2)OCO3)c1,i
COc1cccc(CN2CCN(Cc3cccc(SC)c3)CC2=O)c1,i
Fc1ccc(C2C=C(c3cccs3)Nc3ncnn32)cc1 (stereo unspecified),i
O=C1c2ccccc2C(=O)N1c1nccs1,i
CCc1ccc(NC(=O)c2cc(-c3ccc4c(c3)OCO4)on2)cc1,i
CCOC(=O)c1ccc2c(c1)NC(=O)c1ccccc1S2,i
Cc1nnc(NC(=O)Nc2ccc(C)c(C)c2)s1,?

Additional entries
mol,ST2 IL33 inh
O=C(COc1ccc(Cl)cc1Cl)NCc1ccccc1,i
Nc1ncc(C(=O)Nc2cnc3n2CCCC3)c(-c2ccccc2)n1,?
COc1ccc2nc3c(nc2c1)C(=O)c1ccccc1-3,32.0%*
O=C(CN1CCN(Cc2ccc(Cl)cc2)C1=O)NCc1cccs1,i
COc1ccc(N/C(C)=C(\C#N)C(N)=O)cc1,i
Cc1ccc(OC(C)C)c(CN(CCO)CCO)c1,i
CCOc1ccccc1NC(=O)c1cnc2scc(C)n2c1=O,i
N#Cc1ccccc1N=Cc1ccc(Br)c([N+](=O)[O-])c1,30.0%*
CCC(Oc1ccccc1)C(=O)Nc1cc(C)ccc1OCc1cc(=O)n2oc(C)cc2n1 (stereo unspecified),i
Cc1cc(C)c(S(=O)(=O)N2CCC(N(C)CCC(C)C)CC2)c(C)c1,i
CC(C)(C)c1cc(CCCC#N)cc(C(C)(C)C)c1O,i
NC(=O)C1CCN([C@H]2[C@@H]3OC[C@@H](O3)[C@@H](NCc3ccc4c(c3)OCO4)[C@@H]2O)CC1,?
COc1ccccc1N/C=C(\C#N)c1nc(-c2ccc3c(c2)OCO3)cs1,41.0%*
Nc1nonc1-n1nnc(C(=O)N2CCOCC2)c1-c1ccccc1,?
COc1ccc(C(=O)N2CCC(C(=O)Nc3ccc4c(c3)OCO4)CC2)cc1,?

Carrying on:
mol,ST2 IL33 inh
O=C(Nc1nnc(-c2ccc(Br)cc2)s1)c1ccccc1F,i
O=S(=O)(Nc1cccnc1)c1cccc2cccnc12,i
COc1cccc2sc(NC(C)=O)nc12,i
Cc1cc(OCC(=O)Nc2cccc3nsnc23)cc(C)c1Cl,i
CCc1c(C#N)c(N)nc(SCc2ccccc2C)c1C#N,i
CCCOc1ccc2c(=O)c(-c3ccccc3)coc2c1C,i
CCc1ccc(CN(C)C(=O)c2ccc3c(c2)no[n+]3[O-])nc1,?
O=S(=O)(Nc1ccccc1O)c1ccccc1,i
Cc1c(C(=O)NC(C)c2ccccc2)oc2ccc(S(=O)(=O)N3CCOCC3)cc12 (stereo unspecified),?
CC1CN(C(=O)NC2(C(F)(F)F)Oc3ccc(Cl)cc3O2)CC(C)O1 (stereo unspecified),i
Cc1ccc(NS(=O)(=O)c2cccc(C(=O)Nc3ccccc3C(=O)O)c2)cc1,i
Nc1c(S(=O)(=O)O)cc(Br)c2c1C(=O)c1ccccc1C2=O,?
O=C(NCCN1CCCCCC1)C1CCCN(S(=O)(=O)c2cnc[nH]2)C1 (stereo unspecified),i
COc1ccccc1N1CCN(C2CC(=O)N(c3ccc(Br)cc3)C2=O)CC1 (stereo unspecified),i
Brc1ccc2nc(-c3ccccn3)c(Nc3ccc4c(c3)OCO4)n2c1,?

New compounds follow:
mol,ST2 IL33 inh
CCOC(=O)C1(Cc2ccc(F)cc2F)CCCN(S(=O)(=O)c2ccsc2)C1 (stereo unspecified),?
CC(=O)c1cc2c(cc1NC(=O)c1cnn3c(C(F)(F)F)cc(-c4ccco4)nc13)OCO2,i
CC(C)C1CN(Cc2cnn(C)c2C2CC2)CCC(=O)N1CC1CC1 (stereo unspecified),i
Cc1sc2ccccc2c1CN1CC(c2ccncc2)C1,?
COC[C@H](C)n1cnc(-c2ccccc2)c1-c1cc2c(cc1OC)OCO2,i
NS(=O)(=O)c1ccc2c(c1)C(=O)c1cc(S(N)(=O)=O)ccc1-2,i
O=c1/c(=C/c2ccccn2)sc2n1CN(c1cccc(C(F)(F)F)c1)CN=2,i
O=C1O[C@@H]2[C@H]3[C@@H]([C@H]1C[C@H]2O)N(CC1CCCCC1)C(=S)N3Cc1ccccc1,i
CCOC(=O)C1=C(C)Nc2nc(SCC)[nH]c(=O)c2C1c1ccncc1 (stereo unspecified),i
COc1ccc(NC(=O)COc2ccc(Br)cc2C)cc1OC,?
COc1cc(-n2c(=O)c3ccccc3n(CC(=O)NCc3ccco3)c2=O)cc(OC)c1OC,i
COc1ccc(CC(=O)Nc2cc(Cl)ccc2Cl)cc1,i
O=C(CC1CCC(=O)N1)NCc1ccc2[nH]c3c(c2c1)CCCCCC3 (stereo unspecified),i
Cc1ccc2nc(NCCCO)nc(-c3ccccc3)c2c1,i
CCN(CC)C1CC(=O)N(c2ccccc2)C1=O (stereo unspecified),i

Going on with the list.
mol,ST2 IL33 inh
Cc1ccc(Oc2ccc(-c3nc(N)nc(N)n3)cc2)cc1,i
CCOC(=O)c1oc2ccccc2c1NC(=O)c1ccc2c(c1)OCO2,i
CC(C)Cc1ccc(S(=O)(=O)NC2CCCCC2C)cc1 (stereo unspecified),i
COC(=O)c1ccc(CN2CCCC(C(=O)Nc3ccc(-c4ccn[nH]4)cc3)C2)cc1 (stereo unspecified),i
CCN(Cc1ccc(F)cc1)C(=O)CC(=O)Nc1ccc(C)cc1,?
CCCNC(=O)c1nn2c(c1Cl)NC(c1ccc(C)cc1)CC2C(F)(F)F (stereo unspecified),i
CN(Cc1nc(-c2cnccn2)no1)CC1(N2CCOCC2)CCCCC1,?
COc1cc(NC(=O)c2ccccc2Cl)c(OC)cc1Cl,i
CN1CCCn2nc(C(=O)NCCn3nnc4ccccc43)cc2C1,?
O=C(c1ccc2c(c1)N(Cc1ccccc1F)C(=O)CS2)N1CCC2(CC1)OCCO2,i
CC1CCCCN1c1ncnc(N)c1[N+](=O)[O-] (stereo unspecified),i
COc1ccc(OC)c(C2NC(=O)CCC2[N+](=O)[O-])c1 (stereo unspecified),i
Cc1ccc(S(=O)(=O)Cc2ccc(C(=O)NC(C)c3ccc4c(c3)OCCO4)o2)cc1 (stereo unspecified),i
Cc1ccc(C(NC(=O)Cc2nc(C)sc2C)c2ccncc2)cc1 (stereo unspecified),i
COc1cccc(Cn2c(CNS(=O)(=O)c3ccc(C(C)(C)C)cc3)nc3cccnc32)c1,i

Seven compounds drawn at random from those above:
mol,ST2 IL33 inh
COc1cc(NC(=O)c2ccccc2Cl)c(OC)cc1Cl,i
Cc1ccc(C(NC(=O)Cc2nc(C)sc2C)c2ccncc2)cc1 (stereo unspecified),i
O=C(c1ccc2c(c1)N(Cc1ccccc1F)C(=O)CS2)N1CCC2(CC1)OCCO2,i
COc1ccc(OC)c(C2NC(=O)CCC2[N+](=O)[O-])c1 (stereo unspecified),i
CCN(Cc1ccc(F)cc1)C(=O)CC(=O)Nc1ccc(C)cc1,?
CCCNC(=O)c1nn2c(c1Cl)NC(c1ccc(C)cc1)CC2C(F)(F)F (stereo unspecified),i
CN(Cc1nc(-c2cnccn2)no1)CC1(N2CCOCC2)CCCCC1,?

Next part:
mol,ST2 IL33 inh
COCCCNc1nc2c(c(=O)n(Cc3ccc(F)cc3)c(=O)n2C)n1C,?
O=C(c1cccc(Cn2cccn2)c1)N1CC(c2ccncc2)C1,i
CC(NC(=O)COc1cccc(Br)c1)C(=O)O (stereo unspecified),i
CCCCn1c(SCC(C)=O)nc2c1c(=O)[nH]c(=O)n2C,i
COCCCNC(=O)c1nn(C)c2c1CN(C(=O)Cc1c(C)[nH]c3c(F)cccc13)CC2,i
CC1(C)CC(=O)C2=C(C1)OC1=C(C(=O)CC(C)(C)C1)C2c1ccc(C#N)cc1,i
O=C(c1cc2n(n1)CCNC2)N1CCCC(OCc2ccccn2)C1 (stereo unspecified),i
COc1ccccc1C1CC(c2ccc(Cl)cc2)Nc2nc(N)nn21 (stereo unspecified),?
COc1ccc(OCc2nc3ccccc3[nH]2)cc1,i
NNCCc1ccccc1,i
O=C1c2ccccc2C(=O)N1CC(=O)N(Cc1ccccc1)c1cccc([N+](=O)[O-])c1,?
CCSc1nc2c(c(=O)[nH]1)C(c1cccs1)C1=C(CC(C)(C)CC1=O)N2 (stereo unspecified),i
COCCNC(=O)c1ccc(CS(=O)(=O)c2ccc(Br)cc2)o1,i
Cn1nc(-c2ccc(Cl)cc2)c2cc(C(=O)NCCCN3CCCCCC3)sc21,i
CC12CN3CC(C)(CN(C1)C31C(=O)N(Cc3ccccc3)c3ccccc31)C2=O (stereo unspecified),i

(listing goes on)
mol,ST2 IL33 inh
Cc1cccc(NS(=O)(=O)c2ccc3c(c2)c(=O)n(C)c(=O)n3C)c1C,i
COC(=O)c1cccc(N2C(=O)C3C4c5ccccc5C(C)(c5ccccc54)C3C2=O)c1 (stereo unspecified),i
Oc1ccccc1-c1nc(-c2ccccc2)nc(-c2ccccc2)n1,?
O=C(Nc1cc(Cl)c(Cl)cc1Cl)c1ccccc1Br,?
CC(c1ccccn1)N(C)Cc1ccc(-c2ccccn2)cc1 (stereo unspecified),?
CCN1Cc2ccccc2CC1C(=O)NCc1cnn2ccccc12 (stereo unspecified),i
CCOc1ccc2c(=O)c(-c3ccccc3OC)c(C(F)(F)F)oc2c1,?
CCN(CCCNC(=O)c1cn(C)c(=O)c2c1c1ccccc1n2C)c1ccccc1,?
Cc1occc1C(=O)N(C)C(Cc1ccccc1F)C1CCN(C(=O)c2cc3ccccc3o2)CC1 (stereo unspecified),?
COCC(NCC(=O)Nc1ccc(Cl)c(C)c1)c1ccnn1C (stereo unspecified),?
COc1ccc(-n2nc3c(c2NC(=O)c2cc(OC)c(OC)c(OC)c2)CS(=O)C3)cc1 (stereo unspecified),i
Cc1cc(Br)ccc1NC(=O)C1COc2ccccc2O1 (stereo unspecified),i
COc1ccc(CNCCC2(c3ccc(F)cc3)CCOC(C)(C)C2)cc1OC (stereo unspecified),i
CCCCC[C@H](O)[C@H]1C(=O)OC[C@H]1CO,i
CCCn1nccc1C(=O)Nc1c(C)cnn1C(CC)CC,?

Next compounds follow.
mol,ST2 IL33 inh
CCOC(=O)C1(CCCc2ccccc2)CCN(C(=O)c2csc(SC)n2)CC1,i
Cc1ccc(NC2=CC(=O)CC(C)(C)C2)cc1C,i
O=C(N[C@H]1CCCCNC1=O)c1ccc(N2CCC(NCc3ccc4c(c3)OCO4)CC2)cc1,i
CCc1nnc(NC(=O)C(CC(C)C)N2C(=O)c3ccccc3C2=O)s1 (stereo unspecified),i
CNCc1cc(-c2ccc(S(C)(=O)=O)cc2)ccc1OC,i
COc1cc(C(=O)NC23CC4CC(CC(C4)C2)C3)cc(OC)c1OC,i
CC(C)c1ccc(S(=O)(=O)NCc2nc3cccnc3n2Cc2ccc(Cl)cc2)cc1,i
CC[C@H]1CN(C(=O)C(C)(C)C)CC[C@H]1CC(=O)Nc1ccccc1,i
C=CCNC(=O)CN(c1ccc(OC)c(Cl)c1)S(=O)(=O)c1ccc(C)cc1,i
Cc1ccc(S(=O)(=O)NCCSc2nnnn2-c2ccccc2)cc1,i
Cc1nnc(-c2cccc(NC(=O)C3CCCCN3C(=O)c3ccco3)c2)s1 (stereo unspecified),i

Three compounds out of the list, arranged by molecular weight, lowest first.
mol,ST2 IL33 inh
COc1cc(C(=O)NC23CC4CC(CC(C4)C2)C3)cc(OC)c1OC,i
Cc1nnc(-c2cccc(NC(=O)C3CCCCN3C(=O)c3ccco3)c2)s1 (stereo unspecified),i
CCOC(=O)C1(CCCc2ccccc2)CCN(C(=O)c2csc(SC)n2)CC1,i
